Assay outcomes deposited in PubChem by several laboratories.
PABP1 MLLE inh: inhibitors of PABP1 MLLE–PAM2 peptide binding, primary screen, biochemical, fluorescence polarization, FITC-PAM2, GST-MLLE. inhibition, % at 20 µM. AID 588489, 2011. Polyadenylate-binding protein 1 (Homo sapiens), P11940. 0.36% of 360,000 active; in the data active means inhibition above about 35%, passing the limit was not always enough;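 further: plate controls were DMSO wells with GST-MLLE for no effect and wells lacking GST-MLLE protein for full effect; some results filed as inactive read as strong as hits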
Target sequence (P11940 whole entry, looked up): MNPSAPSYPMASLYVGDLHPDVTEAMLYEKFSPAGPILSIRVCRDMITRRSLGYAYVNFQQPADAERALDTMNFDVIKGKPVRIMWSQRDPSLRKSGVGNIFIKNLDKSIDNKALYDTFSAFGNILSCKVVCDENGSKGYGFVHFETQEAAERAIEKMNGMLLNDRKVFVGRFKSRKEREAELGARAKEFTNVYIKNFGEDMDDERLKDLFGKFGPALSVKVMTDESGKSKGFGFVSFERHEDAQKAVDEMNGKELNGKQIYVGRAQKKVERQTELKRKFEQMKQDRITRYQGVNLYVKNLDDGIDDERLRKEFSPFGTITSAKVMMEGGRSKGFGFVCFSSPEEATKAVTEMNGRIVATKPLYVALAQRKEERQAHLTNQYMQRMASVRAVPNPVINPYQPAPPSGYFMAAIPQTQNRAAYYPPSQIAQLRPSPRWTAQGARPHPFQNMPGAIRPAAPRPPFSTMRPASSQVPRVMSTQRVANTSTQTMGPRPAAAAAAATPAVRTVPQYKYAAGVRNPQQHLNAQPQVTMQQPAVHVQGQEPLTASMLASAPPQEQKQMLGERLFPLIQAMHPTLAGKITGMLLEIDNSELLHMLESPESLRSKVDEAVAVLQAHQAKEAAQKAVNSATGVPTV
MT1-MMP act inh: blockers of MT1-MMP proenzyme processing, primary screen, HT1080 RFP-PRO-GFP cells, GFP/RFP fluorescence | GFP/RFP ratio fluorescence, overnight; percent of plate control window, DMSO zero | GFP/RFP ratio change, % at 20 µM | 0.061% of 360,000 active;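 active means GFP/RFP ratio change of at least 30% with cell ATP level not reduced by more than half and red fluorescence within 50% of control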; further: strong numbers were not always called active
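Material: RFP-PRO-GFP reporter HT1080 cells. Dosing: single-point 20 µM compound, 1% DMSO. Controls: DMSO and RFP-L50D-GFP cell wells. Timing: cells overnight before dosing, compound overnight, 37 °C, 5% CO2. Measure: GFP/RFP fluorescence ratio.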
Rin1-Abl PPI inh: inhibitors of Rin1-Abl protein binding, primary screen, biochemical, TR-FRET. 0.4% of 360,000 active. inhibition, % at 7.35 µM. Tyrosine-protein kinase ABL1 (Homo sapiens) + Ras and Rab interactor 1 (Homo sapiens), …; in the data active means inhibition above about 5%, passing the limit was not always enough
FAS TE block: FAS thioesterase domain inhibitors, primary screen, biochemical, fluorescence intensity, uHTS | recombinant FAS-TE, OMFH fluorogenic substrate, fluorescence endpoint | inhibition, % at 15 µM | 0.67% of 360,000 active | AID 602261, 2012;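 active means compounds whose normalised, plate-corrected inhibition of enzyme fluorescence in the single-dose primary screen is 50% or more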;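 further: 0% = DMSO with enzyme and 100% = substrate without enzyme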
CSN deneddyl inh: inhibitors of CSN-mediated cullin deneddylation, primary screen, biochemical, fluorescence polarization, uHTS. COP9 signalosome complex subunit 5 (Homo sapiens), Q92905. Purified CSN, SCF-Nedd8-OG deneddylation. inhibition, % at 12.5 µM. 0.38% of 360,000 active;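 active means pattern-corrected inhibition above about 35%, with an unprinted fluorescence ratio check between 0.5 and 1.5, limit read from the data, passing the limit was not always enough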;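 further: 0% = enzyme with substrate and 100% = substrate without enzyme; some results filed as inactive read as strong as hits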
Target sequence (Q92905 whole entry, looked up, one chain of several): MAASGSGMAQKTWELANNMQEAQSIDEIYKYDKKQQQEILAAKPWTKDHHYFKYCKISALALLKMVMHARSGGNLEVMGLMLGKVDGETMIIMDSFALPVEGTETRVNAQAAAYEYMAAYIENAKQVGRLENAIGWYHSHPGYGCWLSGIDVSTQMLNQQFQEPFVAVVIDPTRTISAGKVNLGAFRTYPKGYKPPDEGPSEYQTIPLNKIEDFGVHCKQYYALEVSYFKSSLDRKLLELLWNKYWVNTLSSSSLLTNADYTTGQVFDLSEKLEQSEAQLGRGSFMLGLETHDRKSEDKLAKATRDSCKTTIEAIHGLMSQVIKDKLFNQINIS
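Assay system: purified human Csn5 enzyme expressed in HEK293T cells; measure: % inhibition; also added: SCFSkp2-Nedd8OG substrate at 10 nM final; technique: fluorescence polarization; times: reaction 90 min, room temperature; medium: Tris buffer pH 7.5, NaCl, DTT, Tween-20, trehalose, ovalbumin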
Rpn11 inh: Rpn11 (PSMD14) deubiquitinase inhibitors, primary screen, biochemical, fluorescence polarization, uHTS. 26S proteasome non-ATPase regulatory subunit 14 (Homo sapiens), O00487. 0.59% of 360,000 active. AID 588493, 2011. calls only at 20 µM. human 26S proteasome, Ub4-pepOG fluorescence polarization; 20S core pre-blocked with epoxomicin;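 active means inhibition at 20 µM, scaled to each plate's controls, above about 33%, limit read from the data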
bovine MsrA act: bovine MsrA enzyme activators, primary screen, biochemical, absorbance, HTS; activation, % at 10.6 µM; Methionine sulfoxide reductase A (Bos taurus); purified bovine MsrA, absorbance read-out; 0.3% of 360,000 active; in the data active means activation above about 7.5%;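 further: 0% = vehicle and 100% = reference activator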
MsrA inh: bovine MsrA enzyme inhibitors, primary screen, biochemical, absorbance, HTS; Methionine sulfoxide reductase A (Bos taurus); 0.75% of 360,000 active; purified bovine MsrA, absorbance read-out; inhibition, % at 15.5 µM; in the data active means inhibition above about 4.5%;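 further: 0% = vehicle wells with enzyme and 100% = reference inhibitor wells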
E coli Lon inh: inhibitors of E. coli Lon protease, primary screen, biochemical, fluorescence polarization. P0A9M0. purified E. coli Lon protease. inhibition, % at 7.94 µM. 0.42% of 360,000 active. AID 602123, 2011; in the data active means inhibition above about 13%, passing the limit was not always enough;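 further: 0% = enzyme with probe and DMSO and 100% = no enzyme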
The depositor's hits bear a star; i = inactive; x = no result given; & = joins results of further samples. Rows are unselected; about 3.7% have a hit in one of these screens.

SMILES	PABP1 MLLE inh	MT1-MMP act inh	Rin1-Abl PPI inh	FAS TE block	CSN deneddyl inh	Rpn11 inh	bovine MsrA act	MsrA inh	E coli Lon inh
COC(=O)c1[nH]c2cc(OC)ccc2c1NC(=O)c1ccc2c(c1)OCO2	3	0	1	6	1	i	-3	1.9	11
COc1cc(/C=C/C(=O)NC(C)CCc2ccccc2)cc(OC)c1OC (configuration not stated)	27	22	2	-5	-6	i	-4	0.0	-7
COc1ccc(/C=N/NC(=O)c2cccc([N+](=O)[O-])c2)cc1OC(=O)c1ccc(C)cc1	-4	9	0	26	2	i	-12	0.6	-4
O=S(=O)(c1ccccc1F)N1CCN(Cc2cc3c(cc2O)OCO3)CC1	18	1	1	8	0	i	-2	0.0	-14
CCCCNC(=O)c1cc([N+](=O)[O-])[nH]n1	3	3	2	-12	2	i	-2	-0.3	-11
CC(=O)c1ccc(N2CCN(S(=O)(=O)c3cccc(S(=O)(=O)N4CCOCC4)c3)CC2)cc1	10	-1	-2	-16	1	i	-1	1.7	0
Cn1c(=O)cc(OCCCC(=O)NCCN2CCN(c3ccccc3F)CC2)c2ccccc21	6	9	-1	-7	-4	i	-3	0.2	-16
O=C(NC1CCCCC1)C1CCN(S(=O)(=O)N2CCOCC2)CC1	-1	-6	-1	-4	0	i	-4	0.8	-6
N#Cc1ccc(-c2ccc(OCC(O)CN3CCCCC3)cc2)cc1 (configuration not stated)	2	5	3	-5	4	i	-3	-0.4	-2
Cc1ccc(C(=O)Nc2ccc(N3CCN(C(=O)c4ccco4)CC3)cc2)c(Cl)c1	15	2	3	-2	-5	i	-3	-1.3	1
O=C1c2ccccc2C(c2nnnn2-c2ccc3c(c2)OCCO3)N1Cc1cccc(F)c1 (configuration not stated)	x	2&4	x	4&2	2&6	x	-3&-3	-0.3&-0.7	-5&-3
COc1cc(C(=O)Oc2ccc(/C=N/NC(=O)c3ccncc3)cc2)cc(OC)c1OC	-10	6	-1	7	1	i	-4	1.4	0
CC[C@]1(C(=O)OC)[C@H]2C(=O)N(C)C(=O)[C@H]2[C@H]2CN(C)C(=NCc3ccccc3)N21	5	2	-4	-8	-1	i	4	-0.5	1
O=C(O)CN1C2=NCCCN2c2ccccc21	-18	-4	5	-4	-13	i	-9	0.3	-5
COc1cccc(N2CC34C=CC(O3)C(C(=O)O)C4C2=O)c1 (configuration not stated)	9	5	2	-4	10	i	4	-0.3	-6
Cn1c(=O)[nH]c(=O)c2c1nc(CN1CCN(c3ccccc3F)CC1)n2CCCc1ccccc1	-1	-1	3	7	7	i	-1	0.3	1
CCOC(=O)N1CCN(c2c(NC3CCN(Cc4ccccc4)CC3)c(=O)c2=O)CC1	6	-2	-1	-5	2	i	-2	0.4	-3
O=C(CN1CCOCC1)Nc1ccccc1-c1ccccc1	10	2	3	-6	-1	i	0	-0.1	-4
N#Cc1cccc(C=C(C(=O)c2ccccc2)c2ccccc2)c1	x	1	x	33	-2	x	-6	-0.5	4
C[C@@H]1CN([C@@H](C)CO)C(=O)Cc2cc(NC(=O)Nc3cccc4ccccc34)ccc2O[C@@H]1CN(C)S(C)(=O)=O	15	1	0	-9	1	i	-3	0.0	-1
Cc1cc(C)cc(NC(=O)Nc2cc(-c3ccccc3)nn2C)c1	-11	3	-2	8	3	i	-5	-0.3	-2
COc1cccc(COc2ccc3c(C)c(Cc4ccccc4)c(=O)oc3c2)c1	4	12	1	18	2	i	-12	3.2	-2
COc1cc(/C=C2/C(=O)N(C)C(=S)N2C)ccc1OCc1cccc(F)c1	-1	-39	0	29	11	x	-2	0.8	-7
C[n+]1ccccc1C1CCCC/C1=N\Nc1ccc([N+](=O)[O-])cc1[N+](=O)[O-] (configuration not stated)	-64	2	-6	-2	2	i	-3	1.3	1

Record cards, as listed above. Order of screens: PABP1 MLLE inh, MT1-MMP act inh, Rin1-Abl PPI inh, FAS TE block, CSN deneddyl inh, Rpn11 inh, bovine MsrA act, MsrA inh, E coli Lon inh
Record of `Cc1cc(C)cc(NC(=O)Nc2cc(-c3ccccc3)nn2C)c1` : -11, 3, -2, 8, 3, i, -5, -0.3, -2
Record of `O=C(O)CN1C2=NCCCN2c2ccccc21` : -18, -4, 5, -4, -13, i, -9, 0.3, -5

Continuation.
SMILES	PABP1 MLLE inh	MT1-MMP act inh	Rin1-Abl PPI inh	FAS TE block	CSN deneddyl inh	Rpn11 inh	bovine MsrA act	MsrA inh	E coli Lon inh
CCS(=O)(=O)c1nc(S(=O)(=O)c2ccc(Cl)cc2)c(NCCOC)s1	-5	-1	0	2	4	i	0	0.1	4
COc1cccc(C2/C(=C(\O)c3ccc4c(c3)OCCO4)C(=O)C(=O)N2CC2CCCO2)c1 (configuration not stated)	-3	x	-1	-3	-4	i	-2	1.9	-6
CS(=O)(=O)NCc1nnc(SCc2c(F)cccc2Cl)o1	-4	2	-3	0	-1	i	0	1.5	1
O=c1cc(CSc2nc(NCc3ccccc3)c3ccccc3n2)nc2ccc(Cl)cn12	-9	-11	-2	35	-1	i	-2	-0.1	-8
O=C(COc1ccccc1)Nc1ccccc1N1CCN(c2ccc(F)cc2)CC1	-14	-3	-1	25	-5	i	-4	-0.8	-5
O=C(Nc1ccccc1C(=O)NCC1CCCO1)c1ccccc1 (configuration not stated)	-1	-2	2	-11	4	i	-1	-0.5	-7
CSc1cnc2c(=O)n(C)c(=O)[nH]c2n1	-2	9	3	-7	0	i	-10	2.8	2
Cc1ccc(NC(=O)CN2C(=O)NC3(CCc4ccccc43)C2=O)cc1S(=O)(=O)N1CCCCC1 (configuration not stated)	8	12	4	7	0	i	-1	-0.1	1
Cc1cc(C)c2[nH]c(=O)c(CN(Cc3nnnn3C3CCCC3)C3CCCCC3)cc2c1	-11	-1	-4	-9	4	i	-3	x	-7
CC(CS(=O)(=O)c1ccc2c(c1)NC(=O)CS2)C(=O)N1CCN(c2cccc(Cl)c2)CC1 (configuration not stated)	-28	6	1	6	4	i	-12	-0.1	-6
Cc1ccc2[nH]cc(S(=O)(=O)c3ccc(C(C)C)cc3)c(=O)c2c1	10	-2	2	-4	0	i	1	-0.3	-9
CCOCC(=O)N1CCN(c2ccccc2OC)CC1	-13	1	-1	-4	-8	i	-3	2.4	1

Overlap with the part before: 3 entries, followed by the next part.
SMILES	PABP1 MLLE inh	MT1-MMP act inh	Rin1-Abl PPI inh	FAS TE block	CSN deneddyl inh	Rpn11 inh	bovine MsrA act	MsrA inh	E coli Lon inh
CC(CS(=O)(=O)c1ccc2c(c1)NC(=O)CS2)C(=O)N1CCN(c2cccc(Cl)c2)CC1 (configuration not stated)	-28	6	1	6	4	i	-12	-0.1	-6
Cc1ccc2[nH]cc(S(=O)(=O)c3ccc(C(C)C)cc3)c(=O)c2c1	10	-2	2	-4	0	i	1	-0.3	-9
CCOCC(=O)N1CCN(c2ccccc2OC)CC1	-13	1	-1	-4	-8	i	-3	2.4	1
O=C(COC(=O)c1cccc(Br)c1)NCCNC(=O)COC(=O)c1cccc(Br)c1	-4	-1	2	4	0	i	-3	-0.2	8
CCn1c(COc2ccccc2C)nnc1SCC(=O)N1CCC(C)CC1	0	4	1	-3	0	i	-10	0.9	-2
CN1CCN(C(=O)c2ccc3c(=O)n(CCc4ccccc4)c(=S)[nH]c3c2)CC1	-27	-9	0	1	-4	i	-2	-1.0	0
Oc1ccc(-c2nc3ccccn3c2NCc2ccc3c(c2)OCO3)cc1	5	2	-1	-5	-4	i	-4	0.6	1
C[C@H](CO)NC(=O)[C@@H]1C[C@H]1[C@@H](NP(=O)(c1ccccc1)c1ccccc1)c1ccccc1	6	2	3	-12	-2	i	-1	-0.6	-4
Cc1noc(C)c1C(=O)NCc1cccs1	-2	-1	4	-8	-6	i	-1	x	1
O=C(CN1CCN(c2ncccn2)CC1)Nc1ccccc1-n1cccc1	-4	x	5	-3	4	i	-13	-1.3	-3
C=CCn1c(SCC(=O)Nc2ccc(F)cc2F)nc2c([nH]c3ccccc32)c1=O	13	-1	3	-2	4	i	-3	-0.2	-2
CCCCC(=O)NC(=S)Nc1cccc(NC(=O)c2ccco2)c1	23	2	-1	-5	-4	i	-2	-0.1	4
Cc1noc(C)c1C(=O)OCC(=O)NCCc1ccccc1	10	-2	-1	-5	-6	i	-3	0.6	-9
COc1ccc(C(=S)N2CCOCC2)cc1OS(=O)(=O)c1ccccc1[N+](=O)[O-]	23	-1	0	9	3	i	-12	-1.1	-3
CCOC(=O)c1ccccc1NC(=O)C(C)Oc1ccccc1 (configuration not stated)	-4	-4	2	16	2	i	-4	0.5	-2

Copied from the list.
O=C(O)CN1C2=NCCCN2c2ccccc21 @ CSN deneddyl inh: -13
Cn1c(=O)cc(OCCCC(=O)NCCN2CCN(c3ccccc3F)CC2)c2ccccc21 @ MsrA inh: 0.2

New compounds follow:
SMILES	PABP1 MLLE inh	MT1-MMP act inh	Rin1-Abl PPI inh	FAS TE block	CSN deneddyl inh	Rpn11 inh	bovine MsrA act	MsrA inh	E coli Lon inh
Nc1[nH]c(C(=O)c2ccccc2)c(-c2ccccc2Br)c1C(=O)NCCc1ccc(Cl)cc1Cl	x	5	x	10	3	x	-12	0.9	2
COc1ccc(OCC(O)CN2CCN(CC(O)COc3ccc(OC)cc3)CC2)cc1 (configuration not stated)	-10	2	4	-6	0	i	-3	-0.5	-4
O=C(NCCCN1CCCCC1)C1CC(=O)N(CCc2ccccc2)C1 (configuration not stated)	-3	0	-1	-3	-6	i	-2	1.3	8
O=C(NC(=S)Nc1ccc(N2CCN(C(=O)c3ccccc3)CC2)cc1)c1cccs1	28	-19	1	12	7	i	-3	1.8	0

Part of the list above, reduced to Rpn11 inh and CSN deneddyl inh.
SMILES,Rpn11 inh,CSN deneddyl inh
Nc1[nH]c(C(=O)c2ccccc2)c(-c2ccccc2Br)c1C(=O)NCCc1ccc(Cl)cc1Cl,x,3
COc1ccc(OCC(O)CN2CCN(CC(O)COc3ccc(OC)cc3)CC2)cc1 (configuration not stated),i,0
O=C(NCCCN1CCCCC1)C1CC(=O)N(CCc2ccccc2)C1 (configuration not stated),i,-6
